14-3-3 Bad PPI = disrupts binding of bovine 14-3-3 zeta to phospho-Bad peptide. P63103. TR-FRET 14-3-3zeta/Dy647-pBad peptide displacement, 1 h. inhibition, % at 21.7 µM. hit rate 0.71% among 220,000;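 active means inhibition above about 70%, limit read from the data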;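 further: 0% = full 14-3-3 plus peptide FRET controls and 100% = background without 14-3-3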
EP2 mod = modulators of human EP2 prostaglandin E2 receptor; P43116; hit rate 0.83% among 260,000; induction, % at 25 µM; EP2-expressing cells, cAMP HTRF FRET, PGE2 co-stimulation;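 active means compounds whose cAMP rise, as percent of the full-agonist control response, exceeds 60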;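 further: rat C6 glioma line stably carrying human EP2 under a CMV promoter; the protocol text gives 20 µM as final concentration; 100% = response of wells given 1 µM PGE2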
Target sequence (P43116 whole entry, looked up): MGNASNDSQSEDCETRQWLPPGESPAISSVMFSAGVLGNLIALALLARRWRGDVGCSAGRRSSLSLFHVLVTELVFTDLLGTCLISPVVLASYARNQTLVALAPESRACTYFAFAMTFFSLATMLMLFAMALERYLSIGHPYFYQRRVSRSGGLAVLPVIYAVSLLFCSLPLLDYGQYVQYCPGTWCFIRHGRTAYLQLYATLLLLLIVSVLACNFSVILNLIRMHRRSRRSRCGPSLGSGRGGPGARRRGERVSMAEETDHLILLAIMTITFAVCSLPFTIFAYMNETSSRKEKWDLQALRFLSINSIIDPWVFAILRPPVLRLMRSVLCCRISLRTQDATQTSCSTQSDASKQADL
TRPN1 ag = zebrafish TRPN1 (NompC) channel agonism. activation, % at 3 µM. hit rate 0.18% among 220,000. HEK293 zebrafish TRPN1-YFP, Fluo-8 calcium fluorescence; 100% = response to 87 µM carbachol;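 active means activation above its plate's cutoff, the mean activation of test wells on that plate plus 3 SD, cut at about 19% in these data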;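 further: 0% = DMSO alone and 100% = 87 µM carbachol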
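Material: zebrafish TRPN1-YFP in HEK293 cells; Doses: single test compound dose, 3 µM nominal, 0.3% DMSO; Timing: dye loading 1 h at 37 °C, then 30 min room temperature; Technique: intracellular calcium fluorescence with Fluo-8; Benchmarks: high carbachol 87 µM, low DMSO alone.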
TRPML3 ag = activates the human TRPML3 channel; Q8TDD5; HEK293 TRPML3-YFP, Fluo-8 calcium fluorescence; 100% = the carbachol control signal; activation, % at 3 µM; hit rate 0.29% among 220,000;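 active means activation above its plate's cutoff, the mean activation of the plate's test wells plus 3 SD, cut at about 12% in these data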;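 further: 0% = DMSO only wells and 100% = carbachol wells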
Target sequence (Q8TDD5 whole entry, looked up): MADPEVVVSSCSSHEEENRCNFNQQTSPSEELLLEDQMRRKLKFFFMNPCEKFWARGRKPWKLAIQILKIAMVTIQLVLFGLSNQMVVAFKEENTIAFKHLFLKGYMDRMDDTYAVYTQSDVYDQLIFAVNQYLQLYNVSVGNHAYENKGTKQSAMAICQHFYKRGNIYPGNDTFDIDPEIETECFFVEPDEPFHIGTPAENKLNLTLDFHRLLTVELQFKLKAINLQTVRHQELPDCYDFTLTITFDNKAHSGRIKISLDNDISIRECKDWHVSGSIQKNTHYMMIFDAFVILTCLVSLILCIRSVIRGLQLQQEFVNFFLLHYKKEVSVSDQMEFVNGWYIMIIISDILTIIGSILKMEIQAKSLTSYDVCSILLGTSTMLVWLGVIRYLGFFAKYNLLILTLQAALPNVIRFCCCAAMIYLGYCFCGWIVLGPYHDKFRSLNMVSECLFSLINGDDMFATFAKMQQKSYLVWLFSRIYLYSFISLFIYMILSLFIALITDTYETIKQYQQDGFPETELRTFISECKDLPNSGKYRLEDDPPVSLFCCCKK
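Test system: TRPML3-YFP stable HEK293 cells. Doses: single point at 3 µM. Incubation: dye loading 1 h 37 °C then 30 min ambient, 125 s read. Signal: Fluo-8 calcium dye fluorescence, ex 470-495, em 515-575 nm. Measure: percent activation from peak-to-basal fluorescence ratio, scaled between DMSO and carbachol.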
NPY-Y1 antag = blocks the human neuropeptide Y Y1 receptor. AID 1040. HEK293-CNG Y1 cells, membrane potential fluorescence; NPY at EC95, then isoproterenol. inhibition, % at 3.6 µM. hit rate 1% among 200,000;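 active means inhibition above the campaign mean inhibition of all tested compounds plus 3 SD, cut at about 20% in these data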;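 further: 0% = DMSO wells given NPY plus isoproterenol and 100% = isoproterenol alone without NPY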
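material = HEK293 cells with Y1 receptor plus CNG channel | also added = NPY 25 nM then isoproterenol 1 µM plus Ro 20-1724 25 µM | schedule = dye 3 h, compound 60 min room temperature, stimulation 45 min | measured by = membrane potential fluorescence | benchmarks = high control isoproterenol alone, low control NPY with isoproterenol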
CHOP inhibitor = CHOP inhibition in unfolded protein response | CHO-K1 CHOP-promoter luciferase, tunicamycin-induced, 15-18 h | inhibition, % at 10 µM | hit rate 3.8% among 220,000 | AID 2732;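 active means compounds that reduced the stress-induced luciferase reporter signal by more than about 70% of percent inhibition, limit read from the data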;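 further: 0% = tunicamycin plus vehicle and 100% = wells without tunicamycin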
NPY1 pot ag = potentiates or activates human NPY-Y1 receptor. NPY-Y1 expressing cells, potentiator/agonist activation. AID 1304. activation, % at 3.6 µM. hit rate 0.37% among 220,000; in the data active means activation above about 33%, passing the limit was not always enough;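 further: cells stimulated with NPY at EC10 then isoproterenol at EC100; 0% = low agonist plus stimulus and 100% = saturating agonist plus stimulus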
PPC-1+TRAIL kill = compounds killing PPC-1 cancer cells with TRAIL present (potentiator screen, no TRAIL-free arm); hit rate 0.41% among 220,000; PPC-1 cells + TRAIL, ATPLite viability luminescence; cell killing (% activity), % at 4 µM;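 active means cell killing above 50% in the first pass at 4 µM, then a duplicate retest at 5 µM averaging 50% or more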;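 further: plate controls were cells with TRAIL plus DMSO for no effect and medium-only wells lacking cells for full effect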
PGE2 EP2 inh = EP2 receptor (human) inhibition; P43116; C6 glioma cells expressing human EP2, cAMP TR-FRET; cells stimulated with saturating PGE2; inhibition, % at 25 µM; hit rate 0.52% among 260,000;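 active means percent inhibition above 40 after rounding to a whole number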;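 further: rat C6 glioma host cells with rolipram phosphodiesterase inhibitor present; the protocol text gives 20 µM as final concentration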
Starred values were filed as active, the others as inactive; / = not tested or not shown; [ ] = another dose, or the depositor's remark. These rows are one share of the data (hit frequency here may not be typical).

no. | Compound | 14-3-3 Bad PPI | EP2 mod | TRPN1 ag | TRPML3 ag | NPY-Y1 antag | CHOP inhibitor | NPY1 pot ag | PPC-1+TRAIL kill | PGE2 EP2 inh
1 | C/C(=N\Nc1nc(C)cc(-c2ccccc2)n1)c1ccc(C)o1 | -5 | -22 | -1.0 | -0.2 | 1 | -1 | 1 | 20 | 10
2 | COc1ccc(OC(=O)c2ccc(Cl)cc2)c(C(C)=O)c1 | 4 | -26 | 0.9 | 1.2 | -1 | -1 | -1 | -2 | 3
3 | O=C(/C=C/c1ccccc1)NNc1ccc(Cl)cc1 | -1 | -53 | -2.3 | 0.1 | 4 | 5 | 13 | 19 | 9
4 | O=C(Nc1ccc(F)cc1)c1ccc(S(=O)(=O)N2CCOCC2)o1 | -1 | -3 | 2.9 | 1.9 | / | 19 | -7 | 11 | 6
5 | CCCCC(=O)Nc1cccc(C(=O)Nc2ccccc2C(=O)O)c1 | 1 | -27 | -0.8 | -0.6 | -5 | 3 | -9 | 10 | 5
6 | CC1(C)Cc2c(sc3c2C(=O)N(c2ccccc2)C2=NCCN23)CS1 | 26 | 36 | 0.5 | 0.5 | 5 | 9 | 15 | -5 | 2
7 | Cn1nc(C(=O)NC2=NCCS2)ccc1=O | / | -5 | 0.6 | 0.8 | 6 | -23 | -14 | 0 | 7
8 | COc1ccc(CNC(=O)/C=C/c2ccco2)cc1OC | 1 | -8 | -1.4 | 0.4 | 5 | 1 | -3 | 10 | 4
9 | CN(Cc1ccccc1)CC(O)COc1ccc(CNCc2cccnc2)cc1 (configuration not stated) | 0 | -17 | 1.3 | 0.4 | 7 | 10 | -19 | 20 | 5
10 | CCN(CC)C(=O)COc1ccc(-c2nnc(Nc3ccc(OC)c(C(=O)NC)c3)c3ccccc23)cc1 | -1 | -19 | -1.3 | -0.9 | / | 15 | 17 | -6 | 15
11 | Cc1ccc(C(=O)CSc2ccc(-c3ccccc3)nn2)cc1 | 1 | -18 | 1.3 | 0.4 | 9 | 15 | -22 | 18 | 6
12 | COc1ccc(Cn2c(C(F)(F)F)ccc(C(N)=O)c2=O)cc1 | -1 | 15 | -0.3 | 0.3 | 11 | 27 | -2 | 6 | 8
13 | COc1ccc(-n2c(=S)[nH]c3sc4c(c3c2=O)CCN(C)C4)cc1 | 2 | -1 | -1.3 | 0.9 | / | 2 | -6 | 10 | 1
14 | COc1cc2nc(C3CCC3)n(NC(=O)C(OC(C)=O)c3ccccc3)c(=O)c2cc1OC (configuration not stated) | 7[fluorescence artefact?] | 16 | 0.8 | 0.9 | 2 | 48 | 7 | -2 | 3
15 | Cc1cc(C)cc(Oc2nc(-c3ccccc3)cc(C)c2S(C)(=O)=O)c1 | 70 | 40 | -0.6 | -0.2 | 16 | 39 | -39 | 13 | 6
16 | COc1ccc(/C=N/n2cnc3c([nH]c4ccccc43)c2=O)cc1CO | 29 | -4 | 0.8 | 1.4 | / | -3 | -16 | -9 | 10
17 | O=C(NNC1=NS(=O)(=O)c2ccccc21)C1CC(=O)N(c2ccccc2)C1 (configuration not stated) | 3 | 16 | 0.9 | 0.8 | -2 | 7 | -10 | 14 | 5
18 | CCc1c(C)sc(NC(=S)Nc2cccnc2)c1C(=O)OC | -3 | 2 | 1.5 | 0.4 | -1 | -2 | 10 | 12 | 9
19 | Cn1nnc(C(O)CNCc2cccs2)n1 (configuration not stated) | / | 2 | 0.7 | 0.4 | -4 | 8 | -15 | 0 | 3
20 | Cn1c(=O)[nH]c(=O)c2c1nc(Br)n2CC(O)COc1ccc(Cl)cc1 (configuration not stated) | -8 | -33 | 2.6 | 1.5 | 3 | -6 | 3 | 13 | 9
21 | Cc1cc(NS(=O)(=O)N(C)C)ccc1C(C)C | 0 | 23 | 0.2 | 0.5 | 1 | 32 | 7 | 11 | 8
22 | Cc1ccc(C(=O)O/N=C2\CCCc3ccccc32)cc1 | 7 | 12 | -2.1 | -1.0 | 2 | -2 | -5 | 19 | 12
23 | NC(=O)[C@@H]1CCNc2c(I)cc([N+](=O)[O-])cc2C(=O)N[C@@H](CCC(=O)O)C(=O)N[C@@H](CO)C(=O)N1 | 10[fluorescence artefact?] | 8 | 1.9 | 0.4 | -1 | -18 | -6 | 29 | 18
24 | O=C(NNC(=O)c1sc2cccc(Cl)c2c1Cl)Nc1ccccc1 | 6 | -26 | 0.5 | -0.1 | 10 | 15 | 9 | 9 | 15
25 | CC(=O)NC(=S)Nc1ccc(S(=O)(=O)Nc2nc(C)cc(C)n2)cc1 | -7 | -5 | 2.6 | 1.0 | -3 | -4 | 14 | 20 | 11
26 | CCOc1ccc(N2C(=O)CN=C2Nc2ccccc2F)cc1 | -3 | 31 | 0.4 | 0.6 | -1 | -12 | 13 | 8 | 12
27 | O=C(Nc1cccc(C(F)(F)F)c1)c1cc(Br)cc2c1OCC2 | -3 | 3 | -3.5 | 0.2 | / | 18 | -40 | 9 | 16
28 | CC(=O)c1ccc(S(=O)(=O)N2CCNCC2)cc1 | 2 | 2 | 0.5 | 0.7 | / | -4 | 6 | -2 | 12
29 | O=C(CS(=O)(=O)c1ccccc1)Nc1nc2ccccc2s1 | -3 | -12 | 0.2 | -0.4 | 2 | -11 | 0 | 28 | 6
30 | Cc1ccc(Oc2nnc(-c3cccs3)c3ccccc23)cc1C | -7 | 14 | 0.9 | 0.7 | -3 | 52 | -8 | 17 | 6
31 | N#Cc1c(N)n(-c2ccccc2)c(=O)c2cc([N+](=O)[O-])ccc12 | -1 | -26 | 0.7 | 0.8 | -3 | 10 | -16 | 23 | 2
32 | COc1ccc(NC(=S)NCCN2CCC(C)CC2)cc1 | -9 | -13 | -0.7 | 0.0 | -3 | -13 | -7 | 20 | 6
33 | Cc1ccccc1-n1c(C)cc(/C=N/NC(=O)c2ccc(CN3CCOCC3)cc2)c1C | 5 | -4 | 3.8 | 1.3 | 0 | 37 | -22 | 23 | 10
34 | CCOc1ccc(OCc2ccc(C(=O)N3N=C(C(F)F)CC3(O)C(F)F)o2)cc1 (configuration not stated) | -4 | -3 | -0.7 | -0.8 | 7 | 99* | -7 | 16 | 5
35 | CCn1c(CSc2nc(C)cc(C)n2)nnc1SCC(=O)N1CCCc2ccccc21 | -3[fluorescence artefact?] | 23 | -1.1 | -0.2 | 6 | 19 | -1 | 15 | 6
36 | Cc1nnc(SCC(=O)Nc2cc(C(C)(C)C)nn2-c2ccccc2)s1 | -10 | 7 | 1.3 | 0.3 | 0 | 35 | -12 | 8 | 7
37 | COc1ccc(NC(=O)CCNC(=O)Cn2ccc3ccccc3c2=O)c(OC)c1 | 4 | -9 | -0.4 | 0.5 | -2 | 3 | -2 | 5 | 5
38 | Cn1c(=O)c2c(nc(-c3ccccc3)n2C)n(Cc2ccccc2)c1=O | -16[fluorescence artefact?] | 56 | 1.0 | 0.6 | 1 | 7 | -3 | 18 | 6
39 | Nc1nnnn1CC(=O)N/N=C/C=C/c1ccccc1 | -2 | -22 | -0.8 | 1.1 | / | -7 | -2 | 7 | 7
40 | CCn1c(SCC(=O)c2ccc(OC)cc2)nnc1C1CC1 | 5 | -27 | 0.6 | -0.3 | -1 | -18 | -5 | -1 | 13
41 | Cc1cc2ccccc2n1CCC(=O)O | -4 | 11 | 2.1 | 1.0 | 13 | 7 | 16 | -5 | 8
42 | CC(=O)N1CCN(CC(=O)Nc2ccc3c(c2)CCC3)CC1 | 7 | 5 | -0.8 | 0.4 | -2 | -10 | 13 | 1 | 2
43 | CCN(CC)S(=O)(=O)c1ccc2c(c1)nc(CCC(=O)O)n2C | -7 | -10 | -0.9 | 0.6 | / | 3 | -6 | 23 | 6
44 | Cc1cc(NC(=O)COC(=O)c2oc3c(ccc4ccccc43)c2C)no1 | 12[fluorescence artefact?] | 21 | -0.3 | 0.0 | -1 | -41 | -3 | 17 | 15
45 | CCOC(=O)c1sc(C)c2c(=O)n(CCCN3CCOCC3)cnc12 | 1 | -18 | 0.3 | 0.3 | -3 | -6 | -2 | 28 | 13
46 | NC(=O)CSc1nnc(SCc2ccc(F)cc2)s1 | -1 | 0 | 0.0 | 0.1 | 4 | 4 | -2 | -4 | 3
47 | O=S(=O)(NCC1CCCO1)c1ccc(S(=O)(=O)N(Cc2ccccc2F)C2CCCCC2)cc1 (configuration not stated) | / | / | -1.0 | 0.6 | 4 | / | 10 | / | 9
48 | O=[N+]([O-])c1ccccc1CSc1nc2ccccc2o1 | -10 | 45 | -0.4 | 0.5 | 1 | 34 | 11 | -9 | 9
49 | O=C(COc1nncc2ccccc12)Nc1c(F)c(F)c(F)c(F)c1F | -9 | 0 | 0.0 | 0.5 | 2 | -1 | 12 | 2 | 4
50 | Cc1ccc(C(=O)N/C(=C\c2ccco2)C(=O)NCCCn2ccnc2)cc1 | -8 | 22 | 0.0 | 0.7 | 5 | 14 | -7 | 14 | 13
51 | CCn1cc(C(=O)N2CC=C(c3ccccc3)CC2)c(=O)c2ccc(C)nc21 | -8 | 9 | -2.1 | -0.6 | 6 | 17 | -25 | / | 6
52 | Cc1ccccc1N1CCN(CCCCN2C(=O)C3CCCN3C2=O)CC1 (configuration not stated) | 27 | 30 | 0.9 | 0.6 | 7 | 5 | -23 | 1 | 9
53 | O=C1CCCC(=O)C1Sc1ccc(Cl)cc1 | -18 | 34 | 0.3 | 0.3 | -3 | -5 | -1 | 8 | 8
54 | COc1cccc(-c2nn(C)c3sc(C(=O)N4CCOCC4)cc23)c1 | 3 | -9 | 1.6 | -0.3 | 4 | -4 | -11 | 26 | 11
55 | O=C(Nc1ccccc1-c1ccccc1)C(c1ccccc1)c1ccccc1 | -14[fluorescence artefact?] | 52 | -0.9 | 0.6 | 4 | 5 | -17 | 16 | 7
56 | c1ccc(-c2cc(CSc3nc4ccccc4[nH]3)on2)cc1 | / | -42 | 4.5 | 0.9 | 1 | 57 | -26 | -7 | 7
57 | COc1cc(/C=N/NC(=O)c2ccc(CN(C)S(=O)(=O)c3ccc(C)cc3)cc2)ccc1O | -10 | -82 | 2.0 | 0.5 | 7 | -10 | -5 | 19 | 7
58 | Cc1ccc(S(=O)(=O)N(CCCO)Cc2cc3c(C)ccc(C)c3[nH]c2=O)cc1 | -5 | -16 | 0.2 | 0.5 | 0 | 9 | -9 | 34 | 9
59 | Nc1nc2n(n1)C(c1cccs1)CC(c1ccc(Br)cc1)N2 (configuration not stated) | -6 | 3 | 1.8 | 0.4 | 1 | -16 | 16 | -11 | 3
